Screening results as filed in PubChem.
TRPML3 agonist – agonists of human TRPML3 channel; HEK293 TRPML3-YFP, Fluo-8 calcium fluorescence; 100% = the carbachol control signal; Q8TDD5; AID 1448; 220,000 compounds, 0.29% hits; activation, % at 3 µM;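 active means activation above its plate's cutoff, the mean activation of the plate's test wells plus 3 SD, cut at about 12% in these data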;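 further: 0% = DMSO only wells and 100% = carbachol wells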
Target sequence (Q8TDD5 whole entry, looked up): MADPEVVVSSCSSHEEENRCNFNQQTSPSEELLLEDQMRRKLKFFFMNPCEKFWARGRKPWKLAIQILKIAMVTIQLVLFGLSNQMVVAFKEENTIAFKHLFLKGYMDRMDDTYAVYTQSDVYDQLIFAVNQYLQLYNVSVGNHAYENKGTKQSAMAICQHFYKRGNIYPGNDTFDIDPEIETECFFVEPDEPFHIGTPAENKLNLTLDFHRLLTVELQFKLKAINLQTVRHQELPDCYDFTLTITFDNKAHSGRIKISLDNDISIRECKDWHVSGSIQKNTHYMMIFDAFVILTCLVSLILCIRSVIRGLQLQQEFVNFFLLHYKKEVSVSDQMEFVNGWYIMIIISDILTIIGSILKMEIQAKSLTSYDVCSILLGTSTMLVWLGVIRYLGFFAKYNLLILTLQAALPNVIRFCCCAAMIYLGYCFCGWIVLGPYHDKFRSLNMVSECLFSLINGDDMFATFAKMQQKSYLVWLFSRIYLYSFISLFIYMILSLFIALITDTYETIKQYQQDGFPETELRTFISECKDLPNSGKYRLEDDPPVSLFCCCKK
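Test system: HEK293 cells stably carrying human TRPML3-YFP; Doses: single dose, 3 µM final nominal compound, 0.3% DMSO final; Schedule: dye loading 1 h 37 °C then 30 min ambient, 125 s read; Technique: Fluo-8 calcium fluorescence; Benchmarks: high control carbachol 87 µM, low control DMSO.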
RBBP9 inhibitor – human RBBP9 hydrolase inhibition. 220,000 compounds, 0.2% hits. AID 1515. O75884. recombinant RBBP9, FP-Rh probe fluorescence polarization. inhibition, % at 7.94 µM;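 active means inhibition above the campaign mean of all tested compounds plus 3 SD, cut at about 14% in these data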;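 further: plate controls were DMSO wells with RBBP9 for no effect and wells lacking RBBP9 protein for full effect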
Target sequence (O75884 whole entry, looked up): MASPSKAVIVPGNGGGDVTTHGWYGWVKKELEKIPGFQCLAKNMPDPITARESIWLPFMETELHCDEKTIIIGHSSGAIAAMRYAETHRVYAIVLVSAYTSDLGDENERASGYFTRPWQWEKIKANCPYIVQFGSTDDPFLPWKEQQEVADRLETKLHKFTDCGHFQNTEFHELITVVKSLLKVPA
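System: RBBP9 protein | Quantity: 2.5 µM RBBP9 dispensing solution, before mixing | Reagent: FP-Rh probe, 375 nM dispensing solution | Timing: Enzyme-compound preincubation 30 min, then probe labeling 45 min, 25 °C | Measured by: Fluorescence polarization | Read-out: % inhibition | Replication: One well per compound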
CHOP inhibitor – blocks CHOP induction under ER stress | CHO-K1 CHOP-promoter luciferase, tunicamycin-induced, 15-18 h | inhibition, % at 10 µM | 220,000 compounds, 3.8% hits | AID 2732;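 active means compounds that reduced the stress-induced luciferase reporter signal by more than about 70% of percent inhibition, limit read from the data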;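 further: 0% = tunicamycin plus vehicle and 100% = wells without tunicamycin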
BaF3 tox – parental Ba/F3 viability inhibition as JAK2V617F counter-screen; CellTiter-Glo ATP luminescence; inhibition, % at 5.6 µM; 220,000 compounds, 1.1% hits; AID 1486;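 active means inhibition above a per-campaign cutoff, the mean inhibition of all tested compounds plus 3 SD, cut at about 27% in these data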;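 further: 0% = DMSO wells and 100% = JAK Inhibitor I control wells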
PPC-1+TRAIL kill – PPC-1 cancer cell killing with TRAIL present. cell killing (% activity), % at 4 µM. 220,000 compounds, 0.41% hits. PPC-1 cells + TRAIL, ATPLite viability luminescence;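 active means cell killing above 50% in the first pass at 4 µM, then a duplicate retest at 5 µM averaging 50% or more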;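 further: plate controls were cells with TRAIL plus DMSO for no effect and medium-only wells lacking cells for full effect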
Ba/F3 V617F tox – lowers viability of Ba/F3 cells expressing EpoR and JAK2V617F; ATP luminescence; inhibition, % at 5.6 µM; 220,000 compounds, 1.1% hits;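 active means inhibition above the campaign mean plus 3 SD over all tested compounds, cut at about 24% in these data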;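 further: cytokine-independent growth of Ba/F3 cells driven by EpoR plus mutant JAK2; 0% = DMSO-treated cells and 100% = JAK inhibitor I control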
zfTRPN1 agonist – agonists of zebrafish TRPN1 channel; HEK293 zebrafish TRPN1-YFP, Fluo-8 calcium fluorescence; 100% = response to 87 µM carbachol; activation, % at 3 µM; 220,000 compounds, 0.18% hits;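 active means activation above its plate's cutoff, the mean activation of test wells on that plate plus 3 SD, cut at about 19% in these data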;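 further: 0% = DMSO alone and 100% = 87 µM carbachol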
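Material: zebrafish TRPN1-YFP in HEK293 cells. Doses: one dose of 3 µM, 0.3% DMSO. Incubation: dye 1 h 37 °C plus 30 min RT. Measured by: intracellular calcium fluorescence with Fluo-8.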
Wee1 stabilizer – human Wee1 degradation inhibition, primary screen; HeLa Luc-Wee1K328M stability, luciferase luminescence; 100% = proteasome inhibitor MG132 effect; AID 1321; 220,000 compounds, 1.2% hits; reporter increase, % at 5 µM;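 active means activation above the mean of all tested compounds plus 3 SD, set per screening run, cut at about 8.8% in these data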;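 further: cells exposed to compound for 20 h before luminescence read; 0% = DMSO alone and 100% = MG132 at 30 µM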
TNF necrop inh – inhibitors of TNF-alpha induced necroptosis in Jurkat FADD-/- cells; Jurkat FADD-/- TNF necroptosis rescue, ATP luminescence, 24 h; 0 = TNF only, 100 = no-TNF cells; activation (protection from cell death), % at 10 µM; 220,000 compounds, 0.068% hits; AID 463075;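 active means activation, meaning protection from cell death, of at least 50% relative to plate controls; inactive means activation below 50%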;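 further: necroptosis triggered by 40 ng/mL TNF-alpha added together with compound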
Starred values were filed as active, the others as inactive.

Screening CCCC(=O)O[C@H]1C[C@@H](C)N(C(=O)c2ccccc2)c2ccc(C)cc21 returned TRPML3 agonist -2.1, RBBP9 inhibitor 0, CHOP inhibitor 74*, BaF3 tox 2, PPC-1+TRAIL kill 10, Ba/F3 V617F tox 0, zfTRPN1 agonist -4.1, Wee1 stabilizer -1 and TNF necrop inh -2.1.
Screening Cc1ccc2nc(SC(C)C(=O)Nc3cccc([N+](=O)[O-])c3)[nH]c2c1 (configuration not stated) returned TRPML3 agonist 0.8, RBBP9 inhibitor -5, CHOP inhibitor 48, BaF3 tox 7, PPC-1+TRAIL kill 9, Ba/F3 V617F tox 0, zfTRPN1 agonist 0.2, Wee1 stabilizer 3 and TNF necrop inh 3.3.
Screening O=C(Nc1nccs1)c1ccc(COc2ccc(Cl)cc2)o1 returned TRPML3 agonist -0.2, RBBP9 inhibitor -7, CHOP inhibitor 53, BaF3 tox 2, PPC-1+TRAIL kill 18, Ba/F3 V617F tox -3, zfTRPN1 agonist -0.7, Wee1 stabilizer 4 and TNF necrop inh 0.5.
`CCCCC(O)CN1CCC(c2ccccc2)CC1` (configuration not stated) gave TRPML3 agonist 0.8, RBBP9 inhibitor 13, CHOP inhibitor 59, BaF3 tox 1, PPC-1+TRAIL kill 16, Ba/F3 V617F tox -2, zfTRPN1 agonist -1.3, Wee1 stabilizer 7 and TNF necrop inh 2.5.
N#Cc1c(-c2ccc(Cl)cc2)c2c([nH]c1=S)CCCC2 was read as TRPML3 agonist 0.3, RBBP9 inhibitor -7, CHOP inhibitor -12, BaF3 tox 0, Ba/F3 V617F tox -3, zfTRPN1 agonist 0.5, Wee1 stabilizer 0 and TNF necrop inh -2.5.
For CC1CCCC(C)N1C(=O)c1cccc2c1-c1ccccc1/C2=N/O (configuration not stated) the results were TRPML3 agonist -0.8, RBBP9 inhibitor -11, CHOP inhibitor 45, BaF3 tox -3, PPC-1+TRAIL kill -1, Ba/F3 V617F tox -4, zfTRPN1 agonist -0.8, Wee1 stabilizer 0 and TNF necrop inh -0.4.
For CCN(CC)S(=O)(=O)c1ccc(N2CCOCC2)c(NC(=O)c2ccccc2F)c1 the results were TRPML3 agonist 0.7, RBBP9 inhibitor -2, CHOP inhibitor 15, BaF3 tox 8, PPC-1+TRAIL kill -4, Ba/F3 V617F tox 2, zfTRPN1 agonist 0.3, Wee1 stabilizer -4 and TNF necrop inh -1.0.
COC(=O)c1c(NC(=O)COC(=O)CCS(=O)(=O)c2ccc(C)cc2)sc(C)c1C was read as TRPML3 agonist -0.3, RBBP9 inhibitor -8, CHOP inhibitor 27, BaF3 tox 5, PPC-1+TRAIL kill 10, Ba/F3 V617F tox 2, zfTRPN1 agonist -0.6, Wee1 stabilizer 4 and TNF necrop inh 2.0.
Screening Cc1csc(NC(=O)CSc2ncc(-c3ccccc3)[nH]2)n1 returned TRPML3 agonist -0.6, RBBP9 inhibitor 0, CHOP inhibitor 5, BaF3 tox 7, PPC-1+TRAIL kill 2, Ba/F3 V617F tox 3, zfTRPN1 agonist -1.2, Wee1 stabilizer 3 and TNF necrop inh 1.6.
CCC(C)NS(=O)(=O)c1ccc(S(=O)(=O)N(CC(=O)Nc2ccccc2)CC2CCCO2)cc1 (configuration not stated) was read as TRPML3 agonist 0.9, RBBP9 inhibitor -6, CHOP inhibitor 14, BaF3 tox 3, PPC-1+TRAIL kill 8, Ba/F3 V617F tox 0, zfTRPN1 agonist -0.9, Wee1 stabilizer 0 and TNF necrop inh 1.3.
Cn1cc(C(=O)c2ccc(F)cc2)cc1-c1nc2ccccc2n1C was read as TRPML3 agonist 0.7, RBBP9 inhibitor -5, CHOP inhibitor 54, BaF3 tox 5, PPC-1+TRAIL kill 4, Ba/F3 V617F tox 1, zfTRPN1 agonist 3.1, Wee1 stabilizer -1 and TNF necrop inh -0.9.
Screening CC(C)=CCN1CCN(Cc2ccc(Sc3nncn3C)o2)CC1CCO (configuration not stated) returned TRPML3 agonist 1.1, RBBP9 inhibitor -4, CHOP inhibitor 25, BaF3 tox -2, PPC-1+TRAIL kill 12, Ba/F3 V617F tox -1, zfTRPN1 agonist 1.3, Wee1 stabilizer 0 and TNF necrop inh 0.1.
CCCNC(=O)c1ccc(Cn2c(=S)[nH]c3c([nH]c4ccc(OC)cc43)c2=O)cc1 was read as TRPML3 agonist 0.2, RBBP9 inhibitor -3, CHOP inhibitor 4, BaF3 tox 4, PPC-1+TRAIL kill 6, Ba/F3 V617F tox 2, zfTRPN1 agonist 0.6, Wee1 stabilizer -2 and TNF necrop inh -1.6.
For O=C(Nc1nccs1)NC(C(F)(F)F)C(F)(F)F the results were TRPML3 agonist 0.4, RBBP9 inhibitor -13, CHOP inhibitor 41, BaF3 tox 2, PPC-1+TRAIL kill 2, Ba/F3 V617F tox 2, zfTRPN1 agonist 1.2, Wee1 stabilizer 0 and TNF necrop inh 0.6.
Screening CCN(CC)C(=O)c1cnn(-c2ccccc2)c1NC(=O)c1ccccc1F returned TRPML3 agonist 0.1, RBBP9 inhibitor -1, CHOP inhibitor 7, BaF3 tox 2, PPC-1+TRAIL kill 12, Ba/F3 V617F tox 0, zfTRPN1 agonist 0.2, Wee1 stabilizer -1 and TNF necrop inh -2.0.
`CCOC(=O)C(=NC(C)CC)NNc1cccc(C(F)(F)F)c1` (configuration not stated) gave TRPML3 agonist -0.7, RBBP9 inhibitor -9, CHOP inhibitor 35, BaF3 tox 5, PPC-1+TRAIL kill 26, Ba/F3 V617F tox 3, zfTRPN1 agonist 0.9, Wee1 stabilizer 2 and TNF necrop inh -0.1.
O=C(Cc1c(O)c2ccccc2[nH]c1=O)OC1CCCCC1 was read as TRPML3 agonist 1.0, RBBP9 inhibitor -5, CHOP inhibitor -29, BaF3 tox 5, PPC-1+TRAIL kill 12, Ba/F3 V617F tox 1, zfTRPN1 agonist 1.3, Wee1 stabilizer -1 and TNF necrop inh -2.7.
Screening CCOC(=O)c1c(NC(=O)c2cccs2)sc2c1CC(C)(C)OC2 returned TRPML3 agonist 0.6, RBBP9 inhibitor -7, CHOP inhibitor 43, BaF3 tox 7, PPC-1+TRAIL kill -7, Ba/F3 V617F tox -1, zfTRPN1 agonist 1.0, Wee1 stabilizer 2 and TNF necrop inh 0.7.
Screening Cc1ccccc1NC(=S)NCc1ccc2c(c1)OCO2 returned TRPML3 agonist -1.0, RBBP9 inhibitor -6, CHOP inhibitor -5, BaF3 tox 3, PPC-1+TRAIL kill -17, Ba/F3 V617F tox -1, zfTRPN1 agonist -1.4, Wee1 stabilizer 3 and TNF necrop inh -12.
For COc1ccccc1-n1c(SCC(N)=O)nc2sc3c(c2c1=O)CCC3 the results were TRPML3 agonist 0.0, RBBP9 inhibitor -1, CHOP inhibitor -6, BaF3 tox -2, PPC-1+TRAIL kill -2, Ba/F3 V617F tox 7, zfTRPN1 agonist -0.4, Wee1 stabilizer 3 and TNF necrop inh -0.3.
For OC(CNCC1CCCO1)COc1ccc(OCC(O)CNCC2CCCO2)cc1 (configuration not stated) the results were TRPML3 agonist 1.0, RBBP9 inhibitor -1, CHOP inhibitor 5, BaF3 tox 2, PPC-1+TRAIL kill 11, Ba/F3 V617F tox -4, zfTRPN1 agonist 0.1, Wee1 stabilizer -1 and TNF necrop inh -0.4.
For COc1cccc(C2=CC(c3ccc(C)cc3)n3ncnc3N2)c1 (configuration not stated) the results were TRPML3 agonist 0.2, RBBP9 inhibitor 5, CHOP inhibitor 36, BaF3 tox 0, PPC-1+TRAIL kill 4, Ba/F3 V617F tox -3, zfTRPN1 agonist -0.5, Wee1 stabilizer 1 and TNF necrop inh -0.5.
CNCCCOc1cccc(OC(C)C)c1 was read as TRPML3 agonist 0.7, RBBP9 inhibitor -1, CHOP inhibitor 52, BaF3 tox 7, PPC-1+TRAIL kill 10, Ba/F3 V617F tox 1, zfTRPN1 agonist -1.2, Wee1 stabilizer 0 and TNF necrop inh 0.5.
`Cc1cccc(C)c1NC(=O)c1ccc(CN2CCc3ccccc3C2)cc1` gave TRPML3 agonist 1.2, RBBP9 inhibitor -1, CHOP inhibitor 43, BaF3 tox 9, PPC-1+TRAIL kill 6, Ba/F3 V617F tox 3, zfTRPN1 agonist 2.8, Wee1 stabilizer 0 and TNF necrop inh -4.5.
Screening COc1ccc2nc(NC(=O)[C@@H]3CCCN3C(=O)c3cccs3)sc2c1 returned TRPML3 agonist -0.4, RBBP9 inhibitor 2, CHOP inhibitor -2, BaF3 tox -1, PPC-1+TRAIL kill 5, Ba/F3 V617F tox -4, zfTRPN1 agonist -1.7, Wee1 stabilizer -2 and TNF necrop inh 3.8.
`CCOC(=O)CNC(=O)c1c(C)nn(C)c1Cl` gave TRPML3 agonist -0.7, RBBP9 inhibitor 8, CHOP inhibitor -16, BaF3 tox -5, PPC-1+TRAIL kill 18, Ba/F3 V617F tox -4, zfTRPN1 agonist -1.6, Wee1 stabilizer 5 and TNF necrop inh 0.4.
COCCCn1c(=O)/c(=C\c2ccccc2OC(F)F)s/c1=C(/C#N)C(=O)NCCOC was read as TRPML3 agonist -0.2, RBBP9 inhibitor -2, CHOP inhibitor -7, BaF3 tox -5, PPC-1+TRAIL kill 7, Ba/F3 V617F tox -1, zfTRPN1 agonist 0.5, Wee1 stabilizer 0 and TNF necrop inh 1.2.
For C/C(=N/Nc1ccc(Cl)cc1)c1cnnc(-c2ccccc2)n1 the results were TRPML3 agonist 0.0, RBBP9 inhibitor -11, CHOP inhibitor -17, BaF3 tox 6, PPC-1+TRAIL kill -3, Ba/F3 V617F tox 0, zfTRPN1 agonist -1.1, Wee1 stabilizer 1 and TNF necrop inh 1.5.
Screening CC(=O)Nc1ccc(C(=O)OCC(=O)NCc2ccccc2)cc1 returned TRPML3 agonist 0.9, RBBP9 inhibitor 2, CHOP inhibitor 19, BaF3 tox 3, PPC-1+TRAIL kill -10, Ba/F3 V617F tox -1, zfTRPN1 agonist -0.2, Wee1 stabilizer 0 and TNF necrop inh -3.7.
Screening CN(CC(O)COc1ccc(S(=O)(=O)N2CCOCC2)cc1Cl)C1CCCCC1 (configuration not stated) returned TRPML3 agonist 1.5, RBBP9 inhibitor -8, CHOP inhibitor 9, BaF3 tox -4, PPC-1+TRAIL kill 23, Ba/F3 V617F tox 1, zfTRPN1 agonist 0.1, Wee1 stabilizer -3 and TNF necrop inh 4.0.
